From PubChem
Platelet DG rel: modulates dense granule release in human platelets | AID 1663 | inhibition, %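 (compounds screened at 7.5 µM in platelet-rich plasma)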 | actives 0.22% (n = 300,000) | human platelet-rich plasma, SFLLRN dense granule ATP release, luminescence;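 active = mean replicate score, as percent of positive control, at or above 50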
HSF1 activator: increases HSF-1 driven luciferase reporter signal | NIH3T3-HGL HSF-1 luciferase reporter, MG132, 8 h; 100% = twice DMSO control signal | activation, % at 9 µM | actives 1.7% (n = 300,000);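 active = mean replicate activation of at least 50% with a set share of replicates each reaching 50%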;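 also: 0% = median of the neutral control wells and 100% = twice that signal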
IEC-6 tox: IEC-6 cytotoxicity, counter-screen for KLF5 inhibitors; luminescence viability; inhibition, % at 5 µM; actives 0.78% (n = 290,000); in the data active = inhibition above about 22%;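 also: 0% = plate median of test compound wells and 100% = cytotoxic reference compound wells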
HSP90 refold inh: HSP90 refolding inhibition in rabbit reticulocyte lysate. luciferase refolding luminescence, 3 h. inhibition, % at 5.6 µM. actives 0.91% (n = 290,000). AID 1789;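 active = inhibition above the screen-wide mean plus 3 SD, computed separately per campaign, cut at about 16% in these data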;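 also: 0% = DMSO wells and 100% = 60 µM geldanamycin wells; inhibitors lower the luminescence because luciferase stays unfolded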
HIF act: HIF pathway transcriptional activation | U2OS HRE-luciferase reporter, luminescence; normalized: DMSO 0%, desferrioxamine 100% | activation, % at 7.5 µM (by protocol) | actives 0.32% (n = 300,000);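 active = mean activation of at least 10% of the iron chelator positive control signal, with at least half of replicates also reaching 10%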
SKKanGAS inh: inhibitors of SKKanGAS S. pyogenes growth in kanamycin (SK-promoter or general growth effect) | AID 1662 | inhibition, % at 7.5 µM | BacTiter-Glo, 6 h | actives 1.3% (n = 300,000);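 active = mean replicate score, as percent of positive control median, at least 50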;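 also: strain carries kanamycin resistance gene driven by streptokinase promoter and grows in 40 µg/ml kanamycin; loss of luminescence reflects streptokinase promoter inhibition or plain growth inhibition; 0% = median of DMSO wells and 100% = positive control at its reference dose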
HSF1 inh: HSF1 inhibition; NIH3T3-HGL HSE-luciferase, MG132-induced, luminescence 8 h; active compounds read low; activity change, negative = inhibition, % at 7.5 µM (by protocol); actives 0.77% (n = 300,000); AID 2098;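 active = more than half of replicate wells show activity change below -50%, luminescence cut by over half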;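 also: luciferase reports HSF-1 transcriptional activity via heat shock element; 0% = median of DMSO wells and -100% = zero luminescence signal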
AI-2 QS modul: modulates the Vibrio harveyi AI-2 quorum sensing system; Vibrio harveyi JMH597 AI-2 luminescence/OD600 ratio, 9 h; active compounds read low; strain lacks LuxN and CqsS sensors; 0 = neutral-control median; actives 0.4% (n = 300,000); activity change, % at 7.5 µM; in the data active = activity change below about -75%, passing the limit was not always enough;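 also: luminescence divided by OD600 gain over 9 h not by final OD600 alone; inactives centre near 13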
KLF5 inhibitor: suppresses KLF5 promoter-driven expression; DLD-1 KLF5 promoter-luciferase reporter, luminescence; inhibition, % at 5 µM; actives 0.23% (n = 290,000); AID 1700;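 active = inhibition above a per-plate limit of that plate's mean compound inhibition plus 3 SD, cut at about 60% in these data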;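 also: 0% = DMSO wells and 100% = LY294002 at 200 µM; higher means less KLF5 promoter-driven luciferase light; inactives centre near -14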
aSyn UTR inh: 5' untranslated region of α-synuclein, MLPCN primary screen; alpha-synuclein 5'UTR reporter, inhibitor activity; inhibition, % (tested at 7.5 µM); actives 0.82% (n = 300,000); in the data active = inhibition above about 60%;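 also: H4 neuroglioblastoma cells stably carrying SNCA 5'UTR luciferase fusion; 0% = DMSO wells and 100% = positive control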
Active calls of the source: *; / = not tested or not shown.

The first 2 compounds, to show the layout:
canonical_smiles,Platelet DG rel,HSF1 activator,IEC-6 tox,HSP90 refold inh,HIF act,SKKanGAS inh,HSF1 inh,AI-2 QS modul,KLF5 inhibitor,aSyn UTR inh
O=C(NCc1ccco1)c1cccnc1-c1nc2ccccc2s1,1.4,6.4,-0.6,3.1,-0.3,-8.4,5.7,13.3,-0.8,3.1
Cc1ccccc1NC(=S)N(Cc1cccs1)C1CCCCC1,1.2,-5.4,-2.3,-0.9,0.1,0.1,3.4,12.8,7.2,10.4

The whole of this part, previewed entries included:
canonical_smiles,Platelet DG rel,HSF1 activator,IEC-6 tox,HSP90 refold inh,HIF act,SKKanGAS inh,HSF1 inh,AI-2 QS modul,KLF5 inhibitor,aSyn UTR inh
O=C(NCc1ccco1)c1cccnc1-c1nc2ccccc2s1,1.4,6.4,-0.6,3.1,-0.3,-8.4,5.7,13.3,-0.8,3.1
Cc1ccccc1NC(=S)N(Cc1cccs1)C1CCCCC1,1.2,-5.4,-2.3,-0.9,0.1,0.1,3.4,12.8,7.2,10.4
Cc1oc(-c2ccc(Cl)cc2)nc1CN1CCC(C(=O)N2CCc3ccccc3C2)CC1,5.0,2.3,-5.5,-2.3,-0.4,-3.1,7.7,19.1,-43.1,37.4
CCOC(=O)C(=O)NCC(c1cccs1)S(=O)(=O)c1ccc(F)cc1 (stereo unspecified),2.3,14.8,/,/,-21.1,-0.8,-3.6,17.7,/,-5.0
O=C(CSc1nnc(COc2ccccc2F)n1-c1ccccc1)NC1CCS(=O)(=O)C1 (stereo unspecified),-1.9,-8.5,-3.5,1.6,-0.4,-0.8,2.1,20.9,-37.0,-9.0
CC(C)(C)OC(=O)NCCCC1=CC2=CC(=O)C(C)(OC(=O)c3ccc(Cl)nc3)C(=O)C2=CO1 (stereo unspecified),3.3,-3.4,/,/,-2.5,16.0,-1.1,50.5,/,16.2
COc1ccc(S(=O)(=O)N2CCN(C(=O)c3ccc([N+](=O)[O-])o3)CC2)cc1,1.5,3.3,20.3,-2.0,-0.1,6.3,-1.7,38.0,-28.6,-78.2
CC(=O)Nc1ccc(S(=O)(=O)NNC(=O)C(=O)NNc2ccccn2)cc1,18.1,-17.6,-7.2,4.7,1.6,-1.7,-10.7,30.7,4.7,7.0
O=C(CCn1c(=O)[nH]c2ccsc2c1=O)N1CCN(Cc2ccc3c(c2)OCO3)CC1,-0.8,-2.7,0.0,1.9,-0.8,1.3,0.2,22.4,18.0,13.2
Cc1ccc(-c2noc(CNS(=O)(=O)c3ccccc3)n2)cc1,-11.7,4.6,-5.1,-6.7,0.5,32.9,6.9,-26.2,-29.8,-57.7
COc1ccc(-c2nnc(SCC(=O)c3cccs3)o2)c(OC)c1,9.0,36.2,-9.3,-4.8,2.0,-11.6,5.5,10.6,-48.6,-105.9
COc1ccc(NC(=O)c2ccc(CNc3c(NC4CCCCC4)c(=O)c3=O)cc2)cc1OC,-6.0,8.3,3.9,0.8,-0.4,-0.6,-0.4,11.7,-17.5,-2.3
CNC(=S)N(CCc1c(C)[nH]c2ccc(OC)cc12)Cc1cc(OC)c(OC)c(OC)c1,-11.0,16.2,0.8,-0.4,-0.2,-6.8,-1.8,22.8,-8.4,3.8
Cn1ccnc1SCC(=O)c1ccc(Br)cc1,-1.1,9.1,-4.2,-0.8,/,3.4,8.2,29.8,-11.6,-41.4
CCOc1ccc(N2C(=O)c3ccc(C(=O)OCC(=O)N(CC)C4CCS(=O)(=O)C4)cc3C2=O)cc1 (stereo unspecified),-7.4,-14.5,-1.4,-0.8,0.1,-7.1,-3.8,56.8,-15.5,23.8
COc1ccccc1OCC(=O)NCc1ccco1,0.7,14.4,-2.4,4.2,-0.2,1.8,-0.9,-0.9,-31.5,-16.9
Cc1cccc(N2CCN(C(=O)Cn3sc4nc(C)cc(C)c4c3=O)CC2C)c1 (stereo unspecified),3.2,-24.4,2.9,-1.1,-0.1,-1.6,-9.1,31.8,-37.7,-15.6
O=C(OCC(=O)c1c[nH]c2ccccc12)C1=COCCO1,13.9,28.2,0.3,-5.5,3.5,4.7,8.9,10.7,-95.5,-143.1
C=CCNC(=O)C(=O)NCC1CCCN1CC (stereo unspecified),8.1,-7.2,-1.0,-3.9,-0.6,-8.9,-4.0,11.8,-15.1,42.5
CCC(c1nnc(SCC(=O)Nc2cccc(S(N)(=O)=O)c2)n1Cc1ccccc1)N(C)C (stereo unspecified),-6.0,20.0,-3.3,2.4,-0.1,-11.6,4.0,-3.8,-9.5,-2.9
CC(C)C1Cc2c(sc3ncnc(NN)c23)CO1 (stereo unspecified),-14.5,-12.6,3.5,-1.6,-0.1,6.9,-13.3,13.9,-22.6,-1.9
Cc1noc(NS(=O)(=O)c2ccc(NC(=O)c3cnc4scc(C)n4c3=O)cc2)c1C,-1.3,-5.4,0.4,-5.2,-0.3,17.9,-4.7,8.8,-23.0,-50.9
CC1SC(=Nc2ccccc2)N(S(=O)(=O)c2ccccc2)C1=O (stereo unspecified),-19.3,-18.5,4.7,1.6,0.7,-5.7,-1.2,-2.5,-3.8,-26.7
COc1ccc(CCN2CC(C(=O)Nc3ccccc3F)CC2=O)cc1OC (stereo unspecified),15.6,6.8,/,/,-0.4,-4.4,-1.8,13.9,/,13.1
COc1cc(CNCCO)cc(Cl)c1OCc1ccc(Cl)cc1Cl,-3.4,-0.2,14.7,3.8,-0.4,13.1,3.0,11.4,-31.3,26.6
CC1(C)CCCC2=C1CC1C(=O)N(N)C(=O)C1C2 (stereo unspecified),-2.2,7.2,0.3,-0.2,-0.8,-10.7,-9.7,0.9,9.6,0.5
CCCCC(NC(=O)Cc1c(C)c2cc3c(-c4ccccc4)coc3c(C)c2oc1=O)C(=O)O (stereo unspecified),-6.8,14.1,-0.7,0.5,-0.2,32.6,-3.9,-7.8,8.0,8.2
CCOc1cc(S(=O)(=O)NCc2ccc3c(c2)OCO3)ccc1F,9.8,4.4,1.6,2.3,2.8,-5.5,1.8,24.9,-37.0,15.3
Cc1nn(C)c(C)c1S(=O)(=O)NCCc1ccc(Cl)cc1,-11.0,-1.1,-0.2,-3.8,0.4,-1.2,-0.3,/,-8.0,-21.7
COc1cc(COCC(O)CN2CCN(Cc3ccc4c(c3)OCO4)CC2)cc(OC)c1OC (stereo unspecified),-5.5,2.3,0.0,4.9,-0.2,-7.6,-4.5,17.1,2.2,-10.8

Next results.
canonical_smiles,Platelet DG rel,HSF1 activator,IEC-6 tox,HSP90 refold inh,HIF act,SKKanGAS inh,HSF1 inh,AI-2 QS modul,KLF5 inhibitor,aSyn UTR inh
Cc1cc(C)nc(SCc2cn3c(C)cccc3n2)n1,-10.1,-0.7,0.5,0.4,-0.2,-1.6,-6.6,16.1,-28.9,10.6
O=C(CC1CCCCC1)Nc1nc2ccccc2s1,-7.7,24.2,-0.5,0.3,3.2,-12.5,10.6,23.3,-68.9,-129.8
C/C=C/c1cc(CN2CCN(c3ccccc3)CC2)c(O)c(OC)c1,-2.1,13.7,-0.5,5.6,-0.5,0.0,8.2,32.6,-7.4,51.0
CN(C(=O)COC(=O)c1ccccc1Nc1ccccc1)C1CCS(=O)(=O)C1 (stereo unspecified),5.1,0.1,-0.8,7.4,0.1,-7.3,1.7,13.3,13.6,-11.0
Cc1ccc(N(C=NC#N)CC(=O)N2CCN(c3ccccc3)CC2)cc1,2.6,-3.4,-1.9,-2.6,-0.2,-4.4,-7.3,13.6,0.7,4.0
Cc1c(C#N)c2ccccc2n1CC(=O)NC(C)c1ccccc1 (stereo unspecified),-1.3,-14.8,-4.4,0.9,1.7,-0.4,-0.2,21.1,-9.9,-12.9
COc1ccc(C2C(C(C)=O)=C(C)Nc3ncnn32)cc1OC (stereo unspecified),-6.3,1.4,-4.9,-1.3,-0.4,-6.1,-5.7,35.8,0.0,-11.8
COc1cccc(N2CC(=O)N(NC(=O)c3sc4nc(C)cc(C)c4c3N)CC2=O)c1,-1.7,-2.9,-5.8,2.7,-0.4,1.4,-5.4,13.0,-13.6,-5.2
CCn1cc(/C=C(\NC(=O)c2ccc(OC)c(OC)c2)C(=O)NCCCO)c2ccccc21,8.1,-1.6,5.2,-0.2,0.0,3.9,-2.3,2.2,-8.6,3.8
Cc1cc(C)c(S(=O)(=O)Nc2cc(SCC(=O)O)c(O)c3ccccc23)cc1C,-5.5,21.3,8.3,-2.6,-1.0,7.5,8.1,50.2,-22.9,66.8*
CC(C)C(=O)NCCc1nc2ccccc2n1CCOc1ccccc1,2.0,9.4,-4.2,2.2,0.5,-14.5,0.7,11.1,-15.6,-3.4
COc1ccc(Nc2nc3ccccc3nc2NS(=O)(=O)c2ccc(NC(C)=O)cc2)cc1,0.6,6.3,-3.4,-5.9,0.0,8.8,-0.1,32.3,-15.0,11.3
CCN=C1SC(CC(=O)NCC)C(=O)N1CC (stereo unspecified),-2.0,-8.2,1.4,0.2,-33.0,12.0,-4.1,12.5,-3.4,0.8
NS(=O)(=O)c1cccc(NC(=O)COC(=O)/C(=C/c2cccs2)c2cccs2)c1,18.0,9.3,1.5,4.7,0.3,5.0,6.2,15.3,-10.5,13.0
NC(=O)C1CCN(C(=S)c2ccc(-c3ccc(Br)cc3)o2)CC1,-8.8,45.9,1.3,-0.3,1.0,-29.7,29.8,25.0,-132.6,-126.5
CCCn1c(SCc2ccccn2)nc2c1c(=O)n(C)c(=O)n2C,2.5,6.3,-10.6,-0.7,-0.2,11.0,-2.3,20.7,-1.8,11.8
N#CC1=C(N)Oc2c(ccc3cccnc23)C1c1ccccc1 (stereo unspecified),1.1,-11.9,3.3,-1.6,2.0,13.2,0.6,18.7,50.2,28.6
CC(=O)OCC1CCCC2=C(C)C(=O)CCC21COC(C)=O (stereo unspecified),10.6,7.1,2.1,-3.3,3.1,-7.9,-3.5,24.5,3.7,-3.9
COc1ccc(C(=O)NCCSCc2ccccc2Cl)cc1OC,4.0,-3.7,2.3,-7.1,-0.8,-12.1,1.0,11.5,-6.5,23.7
CN=C(Nc1cc(C)nn1CCC#N)c1ccc(F)cc1,-3.1,-7.6,-3.1,-2.8,0.3,-4.9,-6.4,13.5,-16.8,8.8
Cc1ccc(S(=O)(=O)NNc2nnc(C)c(=O)[nH]2)cc1,-3.9,-3.7,-4.6,-1.3,0.3,-8.2,-6.6,14.3,-1.4,-1.3
CC(=O)CSc1nnc(CSc2ncccn2)n1C1CCCCC1,5.9,11.4,1.1,2.5,-0.2,-7.2,-4.3,22.5,-0.1,8.9
O=C(COC(=O)CCCOc1ccccc1)NNC(=O)c1ccc([N+](=O)[O-])cc1,-14.3,-20.8,-0.7,0.7,0.3,-1.1,-6.4,42.6,-9.2,-10.5
CC(C)CN(C(=O)c1ccc(S(=O)(=O)N2CCOCC2)cc1)C1CCS(=O)(=O)C1 (stereo unspecified),3.0,4.5,/,/,-0.7,-2.4,-3.3,7.8,/,-7.9
CCOC(=O)C1=C(COC(=O)C(CC)Oc2ccccc2)NC(=O)NC1C (stereo unspecified),-7.9,1.0,/,/,2.2,-8.4,6.0,24.6,/,6.3
CCOC(=O)C1=C(O)/C(=C\c2cccc(OC)c2)N=C1C,-1.8,-1.4,-2.3,0.5,-0.3,-0.7,-12.0,7.7,-38.8,7.8
